# SRC3 TRFRET art = TR-FRET detection interference compounds, artefact control for PPARgamma SRC-3 recruitment agonists, biochemical, TR-FRET ratio | TR-FRET artefact counter-screen, PPARgamma/SRC-3 format; hits give high values | 0.39% of 99,000 active | TR-FRET ratio at 8 µM; in the data active = TR-FRET ratio above about 2000; also: inactives centre near 1600
# SRC1 TRFRET art = TR-FRET detection interference compounds, primary screen, artefact control for PPARgamma SRC-1 recruitment agonists, biochemical, TR-FRET emission ratio. TR-FRET detection artefact counter-screen; hits give high values. TR-FRET ratio at 8 µM. 0.34% of 99,000 active; in the data active = TR-FRET ratio above about 2300; also: inactives centre near 1800
# * hit, by the source's call. The list is partial, so the mix of outcomes need not match the whole.
SMILES,SRC3 TRFRET art,SRC1 TRFRET art
COC(=O)c1c(NC(=S)Nc2ccc(CC(=O)O)cc2)sc(C)c1C,1747,2214
COc1ccc2c(c1)C(NC(C)=O)C(=O)N2CCc1ccccc1 (stereo unspecified),1538,1679
COCC(=O)Nc1ccc(S(=O)(=O)Nc2ccccn2)cc1,1445,1869
Cc1ccc(CN2CCN(Cc3ccccc3-c3ccco3)CC2CCO)o1 (stereo unspecified),1673,1685
O=C1NC(=O)/C(=C\c2cn(Cc3ccccc3F)c3ccccc23)N1,1438,2149
O=[N+]([O-])c1ccc(N2CCNCC2)cc1NCc1cccnc1,1471,1887
Cc1c(NC(=O)COC(=O)c2cc(-c3cccc4ccccc34)nc3ccccc23)c(=O)n(-c2ccccc2)n1C,1518,1791
CCN(CC)c1ccc(NC(=O)COc2ccccc2C)cc1S(=O)(=O)Nc1ccccc1OC,1787,1717
COc1ccc(Nc2ncc3c(n2)CC(c2ccccc2)CC3=O)cc1 (stereo unspecified),1686,1924
CCN(CC)C(=O)C(=O)Nc1ccc(Oc2ccccc2)cc1,1320,1725
COC(=O)c1nc2nc(-c3cccs3)cc(C(F)(F)F)n2n1,1453,1672
O=C(CCC1CCCN(C(=O)c2ccc3c(c2)OCO3)C1)N1CCN(c2ccccn2)CC1 (stereo unspecified),1734,1950
CCOCCCNC(=O)CSc1nc2nc(C)c(Cc3ccccc3)c(C)n2n1,1481,1673
COc1ccc(CC(NC(C)=O)C(=O)NC2CCN(C(=O)C3CC3)CC2)cc1OC (stereo unspecified),1427,1856
Cc1oc(/N=C/c2ccc(O)cc2O)c(C#N)c1C,1682,1731
COc1ccc(N/C=C\C(=O)c2ccc3c(c2)OCO3)cc1OC,1614,1865
O=C(O)C1CCCCC1C(=O)NCc1ccc2c(c1)OCO2 (stereo unspecified),1528,1602
COc1ccc(/C=N/N=C2/NC(=O)C(CC(=O)O)S2)cc1OCc1ccc(Cl)cc1Cl (stereo unspecified),1356,1763
Clc1cccc(Cl)c1CNc1ccc(N2CCCC2)cc1,1797,1835
COc1ccc(C)cc1Nc1nc(-c2c(C)[nH]c3ccccc23)cs1,1599,2080
Cc1nn(Cc2ccccc2)c(Cl)c1C(=O)NC(C)(C)C,1542,1619
CCOc1ccc(Cl)cc1CNc1nnnn1C,1656,1840
Cc1ccc(S(=O)(=O)N2CCOCC2)cc1C(=O)Nc1ccc(S(=O)(=O)Nc2nccs2)cc1,1565,1953
COc1cccc2c1OCC(CN1CCN(C3CCCCC3)C(CCO)C1)=C2 (stereo unspecified),1480,1732
Cc1cccc2cc(C3CC(c4ccco4)=NN3S(=O)(=O)c3ccccc3)c(Cl)nc12 (stereo unspecified),1536,1886
# Other compounds follow.
SMILES,SRC3 TRFRET art,SRC1 TRFRET art
CC(=O)OCC1CCCC2=C(C)C(=O)CCC21COC(C)=O (stereo unspecified),1599,1719
CCOc1ccc(N2CC(O)(c3ccc(F)cc3)[N+]3=C2CCCC3)cc1 (stereo unspecified),1526,1906
CCN1CCN(c2nc(SC)nc3sc4c(c23)CC(C)(C)OC4)CC1,1492,1741
Nc1ccc(C(=O)OCC(=O)N2c3ccccc3Sc3ccccc32)cc1[N+](=O)[O-],1283,1769
C/C(CCc1ccccc1)=N\NC(=O)CC(=O)NCCc1ccccc1,1578,1668
CN(C)c1ccc(N2C(=O)CC(Sc3ccccc3C(=O)O)C2=O)cc1 (stereo unspecified),1582,1689
CN(Cc1cn(C)nc1-c1ccc(Oc2ccccc2)cc1)Cc1cnc2ccccn12,1673,1868
O=C(NCc1ccccn1)c1nc(-c2ccc(C(F)(F)F)cc2)no1,1345,1814
CCN(CC)C(=O)CN(c1cccc(Br)c1)S(C)(=O)=O,1685,1830
O=C(N/N=C/c1ccc(O)cc1)c1cccc(C(F)(F)F)c1,1664,1765
O=C(CSCc1cnn(-c2ccccc2)c1-n1cccc1)NCc1ccccn1,1793,1844
CC(NC(=S)Nc1ccccc1OC(F)F)C(C)(C)C (stereo unspecified),1497,1616
Cc1ccc(N2NC(=O)/C(=C/c3ccc(-c4ccc(Cl)c(C(=O)O)c4)o3)C2=O)cc1C,1559,1860
O=C(NCCCN1CCOCC1)c1sc2cc(Cl)ccc2c1Cl,1870,2124
CC1(C)C(=O)OC(c2cccc([N+](=O)[O-])c2)C2(CCCCC2)C1=O (stereo unspecified),1594,2015
Cc1ccccc1NCC(=O)N/N=C/c1ccc([N+](=O)[O-])cc1,1335,1343
COc1ccc(CCNC(=O)C(C)Sc2ccc(C)cc2)cc1OC (stereo unspecified),1517,1703
Brc1ccc(N/N=C(/N=Nc2nn[nH]n2)c2ccccc2)cc1,1532,1556
CCC(=O)NC(=S)Nc1ccc(NC(=O)c2ccc(C)c([N+](=O)[O-])c2)cc1,1710,1546
O=C(Nc1ccnc(-c2ccncc2)n1)c1cccs1,1584,1925
N#Cc1ccc(NC(=O)COC(=O)C2Cc3ccccc3CN2C(=O)c2ccccc2)cc1 (stereo unspecified),1457,1567
CN(C)/C=C1\C(=O)N(C)N=C1C(F)(F)F,1680,1832
Cc1nn(-c2ccccc2)c(N2CCCC2)c1/C=C1\N=C(c2ccccc2)OC1=O,1641,2146
CC(=O)NCC(=O)OCC(=O)c1ccc(Cl)cc1,1865,1730
O=C(CCCC(=O)OCC(Cl)=C(Cl)Cl)Nc1cccc2ccccc12,1637,1639

# Part of the list above, set out differently.
SMILES	SRC3 TRFRET art	SRC1 TRFRET art
Nc1ccc(C(=O)OCC(=O)N2c3ccccc3Sc3ccccc32)cc1[N+](=O)[O-]	1283	1769
C/C(CCc1ccccc1)=N\NC(=O)CC(=O)NCCc1ccccc1	1578	1668
CN(C)c1ccc(N2C(=O)CC(Sc3ccccc3C(=O)O)C2=O)cc1 (stereo unspecified)	1582	1689
CN(Cc1cn(C)nc1-c1ccc(Oc2ccccc2)cc1)Cc1cnc2ccccn12	1673	1868
O=C(NCc1ccccn1)c1nc(-c2ccc(C(F)(F)F)cc2)no1	1345	1814
CCN(CC)C(=O)CN(c1cccc(Br)c1)S(C)(=O)=O	1685	1830
O=C(N/N=C/c1ccc(O)cc1)c1cccc(C(F)(F)F)c1	1664	1765

# More structures:
SMILES,SRC3 TRFRET art,SRC1 TRFRET art
COc1ccc(CCC(=O)Nc2cccc(S(=O)(=O)N(C)C)c2)cc1OC,1523,1632
CN(C)/C=N/c1nc2ncc(-c3ccc(Cl)cc3)c(/N=C/N(C)C)n2n1,1476,1915
CCN(CC)CCCNC(=O)c1cc2c(Cl)nc3ccccc3c2s1,1653,2197
O=C(O)COc1ccc2c3c(c(=O)oc2c1)CCCC3,1686,2094
CCOC(=O)CSc1nc(C)cc2c1C(=O)OC2,1498,1768
COC(=O)CSc1[nH]c2cc(C)ccc2c1[N+](=O)[O-],1561,1751
O=Cc1sc(Nc2ccccc2)nc1Cl,1469,1747
COC(=O)c1ccc(Oc2c(Cl)cccc2[N+](=O)[O-])cc1,1320,1460
S=C(Nc1ccc(Oc2ccccc2)cc1)N1CCN(c2ccccn2)CC1,1556,1480
CCc1cccc2sc(NC(=O)c3ccc(N4C(=O)CCC4=O)cc3)nc12,1681,1860
O=[N+]([O-])c1ccc(Sc2n[nH]c(-c3ccncc3)n2)nc1,1424,2246
C=CCn1c(SCC(=O)Nc2ccc(-c3nc4ccc(C)cc4s3)cc2)nnc1-c1ccccc1,1706,2085
Cc1ccc(S(=O)(=O)NCc2ccc(C(=O)NCCN(Cc3ccccc3)C(C)C)cc2)cc1,1648,1716
COc1ccc2c(c1)[nH]c1c(=O)n(/N=C/C3C(C)C=C(C)CC3C)c(=O)[nH]c12 (stereo unspecified),1698,1746
O=C(CCN1C(=O)c2ccccc2S1(=O)=O)Nc1ccccc1,1558,1855
Cc1sc2c(c1C)CN(CCN1CCOCC1)CN2C(=O)c1ccccc1,1581,1707
CC(C)CNC(=O)CC(=O)N/N=C/c1ccc(F)cc1,1561,1859
NS(=O)(=O)c1ccc(N=Cc2ccc(Br)s2)cc1,1509,1879
Fc1ccc(CNC(=S)NC2CCCCCC2)cc1,1608,1886
Cc1c(N2C(=O)C(=O)/C(=C(/O)c3ccc(Cl)cc3)C2c2ccccc2)c(=O)n(-c2ccccc2)n1C (stereo unspecified),1714,1922
CN1CCN(C2=Nc3c(Cl)cc(Cl)c4cccc2c34)CC1,1746,2302
COc1ccc(Nc2ncc(F)c(N3CCOCC3)n2)cc1,1679,1771
N/C(=N\OC(=O)c1ccc(Cl)cc1Cl)c1cccnc1,1455,1744
O=C(Nc1ccc([N+](=O)[O-])cc1)Nc1ccc(N2CCOCC2)c2nonc12,1328,1816
Cc1nnc(SCc2c(Cl)cccc2Cl)n(N)c1=O,1313,1852
# (continued)
SMILES,SRC3 TRFRET art,SRC1 TRFRET art
O=C(Nc1nc(-c2ccccc2)cs1)c1ccccc1NS(=O)(=O)c1ccc(F)cc1,1593,1600
C/C(=N\Nc1ccc(F)cc1F)c1ccc(Br)s1,1472,1788
O=C(NN1S(=O)(=O)c2ccccc2S1(=O)=O)c1ccc(Br)cc1,1402,1407
COC(=O)[C@@H](N)CS,1578,1617
O=C(NCc1nnc(SCC(=O)N2CCc3ccccc32)o1)c1ccco1,1568,1596
COc1ccc(S(=O)(=O)N(CC(=O)Nc2ccc(S(=O)(=O)N3CCOCC3)cc2)Cc2ccc(F)cc2)cc1,1244,1488
O=S1(=O)CCN2C(c3cccc4ccccc34)=CSC2=N1,1607,1837
C/C(N)=C(/C#N)C(=O)COC(=O)c1cccc2ccccc12,1341,1592
N#C/C(=C(/O)COC(=O)c1ccccc1O)c1nc2ccccc2s1,1709,1755
CCn1c(-c2cccn(Cc3ccc(Cl)cc3Cl)c2=O)n[nH]c1=S,1600,1845
CCOC(=O)C/C(C)=N/NC(=O)CNc1cccc(Cl)c1C,1647,1797
CCSCc1nnc(SCC(=O)Nc2nccs2)n1CC,1652,1922
CC(C)OCCCNC(=O)c1ccc2c(c1)ncn2C1CCCC1,1561,1809
O=C(CCc1ccccc1)Nc1ccc(NC(=O)C2CCCCC2)nc1,1431,1722
COc1cccc(NC(=S)N2CCN(Cc3ccccc3)CC2)c1,1538,1680
COc1ccc(NC(=O)CSc2nc3ccccc3c3nc4ccccc4n23)cc1,1582,1602
Cc1ccc(-c2csc(NC(=O)COc3ccc(N(C)S(=O)(=O)c4ccc(C)cc4)cc3)n2)cc1,1608,1862
COc1cc(/C=C2\SC(=O)NC2=O)ccc1Oc1cnccn1,1539,1789
O=C(NCc1cccs1)c1ccc([N+](=O)[O-])cc1,1573,1879
CC1CC(C)CN(c2ccc([N+](=O)[O-])nc2)C1 (stereo unspecified),1572,1723
CCOc1ccc(NC(=O)CN(c2ccc(OCC)cc2)S(=O)(=O)c2c(C)[nH]c(=O)[nH]c2=O)cc1,1528,1755
O=C(Cn1ccc(C(F)(F)F)n1)N/N=C/c1ccc2c(c1)OCO2,1625,1826
CC1CCCCC1NC(=O)C1CCN(C(=O)c2sccc2-n2cccc2)CC1 (stereo unspecified),1582,1578
Cc1cc(C)c(C#N)c(SCc2nnc(-c3ccccc3[N+](=O)[O-])o2)n1,1500,1673
O=C(Nc1ccccc1Cl)c1ccccc1S(=O)(=O)c1ccccc1[N+](=O)[O-],1658,1722

# Whole records, quoted from the list. Order of screens: SRC3 TRFRET art	SRC1 TRFRET art
# CN(C)/C=C1\C(=O)N(C)N=C1C(F)(F)F is listed with 1680	1832
# CCSCc1nnc(SCC(=O)Nc2nccs2)n1CC is listed with 1652	1922

# Next part
SMILES,SRC3 TRFRET art,SRC1 TRFRET art
COc1cc(C(=O)Oc2ccccc2/C=N/NC(=O)c2ccc(Cl)cc2)cc(OC)c1OC,1581,1778
COCCCNC(=O)c1c(N)n(/N=C/c2cccnc2)c2nc3ccccc3nc12,1569,1913
O=C(OC(C(=O)NCc1ccc2c(c1)OCO2)c1ccncc1)c1ccc(Cl)nc1 (stereo unspecified),1764,1807
CCN1CCN(C(=O)c2ccc(OCC(=O)Nc3ccc(F)cc3)c(OC)c2)CC1,1476,1571
NC(=O)c1oc2ccccc2c1NC(=O)c1ccco1,1724,1770
COc1ccc(/C=N/OCC(=O)Nc2ccc3c(c2)OCO3)c(OC)c1,1514,1680
COc1cc(C)nc(N(C)C(C)=O)n1,1657,1526
COCCn1c(SCc2ccc(OC)c(F)c2)nc2ccccc2c1=O,1840,2072
C=CCc1c(C)nc2c(OC)cccc2c1Cl,1815,1809
O=C(Nc1ccc(S(=O)(=O)Nc2ncccn2)cc1)c1ccccc1NS(=O)(=O)c1ccc(F)cc1,1602,1968
COc1cccc(NC(=O)Nc2cccnc2)c1,1809,2038
CCOc1ccc2ncc(S(=O)(=O)c3ccccc3)c(N3CCC4(CC3)OCCO4)c2c1,1619,2093
CC(C)Cc1nc2oc3c(=O)[nH]cnc3c2c2c1CCCC2,1760,1839
CCOC(=O)c1cc(NC(=O)c2ccccc2)c(=O)n2c1oc1ccccc12,1588,1985
COc1ccccc1N1CCN(C(=O)c2ccc(Cn3c(=S)[nH]c4cc5c(cc4c3=O)OCO5)cc2)CC1,1448,1771
Cc1cc(C(=O)COC(=O)CNC(=O)c2ccccc2)c(C)n1CC1CCCO1 (stereo unspecified),1477,2035
COc1ccc(O)c(CNc2ccccc2F)c1,1612,1828
CN(C(=O)COC(=O)c1cc(NS(=O)(=O)c2cc([N+](=O)[O-])ccc2Cl)ccc1O)C1CCCCC1,1779,1859
Oc1oc(-c2ccc(Br)cc2)nc1C=Nc1ccc(Br)cn1,1511,1585
COC(=O)Nc1ccccc1C(=O)N1CCC(O)(c2ccc(Cl)cc2)CC1,1651,1545

# Screening results as filed in PubChem.
